VHR inh abs – inhibitors of human VHR1 phosphatase (DUSP3) | P51452 | recombinant VHR phosphatase, pNPP absorbance | inhibition, % at 13.3 µM | actives 0.52% (n = 290,000); in the data active means inhibition above about 50%; further: some compounds called inactive have numbers as strong as hits
PriA SSB inh – inhibitors of Klebsiella pneumoniae PriA binding to SSB C-terminal tail; AlphaScreen SSBct-PriA binding, biotinylated peptide; inhibition, % at 33 µM; actives 0.6% (n = 430,000); in the data active means inhibition mostly above about 37%, no sharp cut-off; inactive means mostly below about 20%;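 further: plate controls were negative control peptide for no effect and reference peptide for full effect; strong numbers were not always called active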
CCHFV vOTU inh – blocks the CCHF virus ovarian tumor domain protease; CCHFV vOTU protease, Pep-AMC fluorescence; actives 0.55% (n = 370,000); inhibition, % at 11.5 µM; in the data active means inhibition above about 30%; further: 0% = vehicle wells with enzyme and 100% = no enzyme wells
PrPC surface inh – reduces human prion protein on the cell surface. actives 0.43% (n = 370,000). cell surface PrPC, TR-FRET read-out. inhibition, % at 13.8 µM. P04156; in the data active means inhibition above about 24%; further: 0% = median of the test wells and 100% = reference compound wells
BoNT-A LC inh2 – inhibitors of Botulinum neurotoxin A light chain protease. inhibition, % at 10 µM. AID 588499. multiplex microsphere protease substrate cleavage, flow cytometry. actives 0.17% (n = 360,000); further: plate controls were buffer without enzyme for full effect and enzyme alone for no effect
Anthrax LF prot – blocks Bacillus anthracis lethal factor protease | actives 0.12% (n = 360,000) | multiplex microsphere protease cleavage assay, LF | inhibition, % at 10 µM | AID 588501; further: plate controls were buffer without enzyme for full effect and enzyme alone for no effect
Target sequence (P15917 whole entry, looked up): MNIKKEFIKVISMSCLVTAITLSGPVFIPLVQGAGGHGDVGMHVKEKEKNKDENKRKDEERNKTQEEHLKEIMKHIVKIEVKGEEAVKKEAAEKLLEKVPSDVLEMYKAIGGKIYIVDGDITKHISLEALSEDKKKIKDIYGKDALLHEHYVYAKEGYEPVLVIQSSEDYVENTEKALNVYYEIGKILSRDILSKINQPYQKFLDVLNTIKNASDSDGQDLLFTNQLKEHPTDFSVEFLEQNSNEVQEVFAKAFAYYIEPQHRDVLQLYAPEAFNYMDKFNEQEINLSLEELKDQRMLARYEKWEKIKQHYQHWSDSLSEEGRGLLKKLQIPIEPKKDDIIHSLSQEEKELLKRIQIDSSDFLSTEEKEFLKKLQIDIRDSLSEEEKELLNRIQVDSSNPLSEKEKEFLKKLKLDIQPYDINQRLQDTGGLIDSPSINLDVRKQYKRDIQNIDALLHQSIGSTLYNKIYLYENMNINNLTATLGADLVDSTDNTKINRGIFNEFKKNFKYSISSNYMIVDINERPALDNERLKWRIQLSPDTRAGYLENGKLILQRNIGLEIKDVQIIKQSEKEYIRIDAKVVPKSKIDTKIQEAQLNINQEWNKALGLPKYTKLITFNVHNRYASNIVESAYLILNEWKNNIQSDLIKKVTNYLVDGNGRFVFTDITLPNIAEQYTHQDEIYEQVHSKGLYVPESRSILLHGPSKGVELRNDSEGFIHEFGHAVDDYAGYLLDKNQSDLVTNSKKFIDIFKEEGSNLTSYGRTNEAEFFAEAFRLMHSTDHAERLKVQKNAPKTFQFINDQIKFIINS
MazEF act – increases E. coli MazEF RNase cleavage of RNA; P0AE70; FAM/BHQ RNA-DNA oligo cleavage fluorescence, 5 h; activation, % at 20 µM; actives 0.32% (n = 350,000); AID 504720; in the data active means activation above about 50%
Target sequence (P0AE70 whole entry, looked up): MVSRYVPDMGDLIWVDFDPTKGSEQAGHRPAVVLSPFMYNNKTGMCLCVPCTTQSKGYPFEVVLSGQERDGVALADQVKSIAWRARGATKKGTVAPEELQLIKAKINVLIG
Rv3671c inh – Rv3671c (M. tuberculosis) protease inhibition. P9WHR9. AID 2606. actives 0.048% (n = 320,000). inhibition, % at 5.96 µM; in the data active means inhibition above about 38%;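 further: extracellular domain of Rv3671c used as enzyme; 0% = enzyme with DMSO and 100% = no enzyme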
BoNT-F LC inh – inhibitors of Botulinum neurotoxin F light chain protease | Multiplex microsphere protease cleavage assay, flow cytometry | inhibition, % at 10 µM | actives 0.22% (n = 360,000) | AID 588497; in the data active means inhibition above about 35%, passing the limit was not always enough; inconclusive means no clear call, values can overlap the other calls; further: plate controls were buffer without enzyme for full effect and enzyme alone for no effect
SARS 3CLpro inh – SARS-CoV 3CLpro protease inhibition | actives 0.14% (n = 290,000) | inhibition, % at 6 µM | recombinant SARS-CoV 3CLpro, quenched FRET peptide cleavage | P0C6X7; in the data active means inhibition above about 12%
Numbers without * were called inactive; ? = inconclusive; / = no result given; & = joins results of further samples. Unless noted, no stated cut-off is given here; in the data, active means inhibition above about 30%; inconclusive means no clear call, values can overlap the other calls; inactive means below that. An excerpt, so the mix of outcomes need not match the whole.

SMILES	VHR inh abs	PriA SSB inh	CCHFV vOTU inh	PrPC surface inh	BoNT-A LC inh2	Anthrax LF prot	MazEF act	Rv3671c inh	BoNT-F LC inh	SARS 3CLpro inh
COc1ccc(C2C=C(c3ccc(C)cc3)Nc3ncnn32)cc1 (centres undefined)	-11	-9	-65	4	0.1	-1	1	/	-1	6
O=C(COC(=O)CNS(=O)(=O)c1ccc(Cl)cc1)NC1CCCCC1	/	-10	1	-5	1.2	1	8	/	?	/
COc1ccccc1CNC(=O)C1CCC(CNS(=O)(=O)c2cccc3cccnc23)CC1 (centres undefined)	8	-8	-1	-4	1.2	3	-10	-5	-1	6
O=C1CC(N2CCN(c3ccccc3Cl)CC2)C(=O)N1c1ccc(F)cc1 (centres undefined)	10	-19	-2	-2	-1.2	-5	1	-1	2	9
O=C(N=Nc1c(O)[nH]c2ccccc12)c1cccc(S(=O)(=O)Nc2ccccc2Cl)c1	17	-12	11	-2	0.4	-2	3	15	-3	-2
CCCCNc1c(-c2ccc(OC)c(SC(C)CC)c2)nc2cc(C)ccn12 (centres undefined)	/	23	7&2	6&0	-0.5&-1.9	-1&0	-1	13	-9&-12	/
CC(C)CN1CCN(CCCOC(=O)Nc2cccc3ccccc23)CC1C (centres undefined)	/	3	13	-5	-0.2	-8	3	/	-6	/
CCn1c(SCC(=O)Nc2cccc(S(=O)(=O)N(C)c3ccccc3)c2)nnc1C1CC1	/	3	13	3	0.4	-7	1	1	1	/
Cc1ccc(C(=O)NCCNC(=O)c2ccccn2)cc1	20	-8	10	8	1.3	-2	2	-6	-2	2
CCOC(=O)c1cc2c(c(CCO)n1)[C@@H](CCO)N(S(=O)C(C)(C)C)C2 (some centres undefined)	/	2	9	4	0.5	-1	6	/	-1	/
COc1ccc(C(=O)Nc2ccccc2Cc2ccccc2)c(OC)c1	38	-16	-8	0	-0.1	-2	-3	-17	1	3
CC(C)CC(=O)Nc1ccc2c(c1)OCO2	22	-2	0	-2	-1.0	-9	7	3	-8	-1
CCCCC(=O)Nc1ccc(C(=O)Nc2ccc(OC)cc2[N+](=O)[O-])cc1	14	1	-6	-13	0.1	-2	743*	-14	-1	2
Cc1csc(SCC(=O)Nc2cccc(S(=O)(=O)N3CCCC3)c2)n1	13	4	1	-4	-0.2	1	0	1	-18	6
Cc1cnc(NC(=O)CCc2ccccc2)s1	15	-14	-9	5	3.0	12	4	6	-15	-1
COc1ccc(S(=O)(=O)N2CCCCCC2)cc1C(=O)N(C)Cc1ccc(Cl)cc1Cl	/	-2	21	9	2.2	4	3	2	10	/
COc1ccccc1NCC(=O)N/N=C/c1sccc1C	-2	/	4	-5	-0.2	-2	3	-1	-5	1
COc1ccc(S(=O)(=O)N2CCC(C(=O)Nc3cccc(C(C)=O)c3)CC2)cc1C	-4	3	9	10	0.3	-2	0	-5	-2	2
CCOc1ccccc1OCCCC(=O)Nc1sccc1C(N)=O	-13	4	7	3	0.7	2	-5	-12	-7	0
COC(=O)c1c(NC(=O)c2cccc(N3C(=O)CCC3=O)c2)sc2c1CCN(C(C)=O)C2	0	5	1	-5	13	2	-1	4	26	1
CC(=O)c1cc(CN2CCN(Cc3ccccc3)C(CCO)C2)cs1 (centres undefined)	13	-6	-13	-4	-1.1	-1	4	-2	-7	3
Cc1ccc(CNC(=O)Cn2cnc3c(NC(=O)OCc4ccccc4)ncnc32)o1	/	-10	-4	3	-0.5	-3	-5	-5	0	/
COc1cc(/C=N/NC(=O)c2ccccn2)cc2c1OCO2	-48	/	5	-6	-1.3	-2	-2	-2	-4	-6
CCc1ccc2[nH]c(=O)c(C(c3nnnn3Cc3ccccc3)N3CCOCC3)cc2c1 (centres undefined)	17	0	4	2	?	-3	-2	-15	0	-3
CCn1ncc2c(OCc3ccc(C#N)cc3)cc(C)nc21	32	-62	-9	5	-0.1	6	-4	-2	-13	-2

Part of the list above, with values under each structure:
Value order: VHR inh abs | PriA SSB inh | CCHFV vOTU inh | PrPC surface inh | BoNT-A LC inh2 | Anthrax LF prot | MazEF act | Rv3671c inh | BoNT-F LC inh | SARS 3CLpro inh
- CCOc1ccccc1OCCCC(=O)Nc1sccc1C(N)=O
  -13 | 4 | 7 | 3 | 0.7 | 2 | -5 | -12 | -7 | 0
- Cc1ccc(C(=O)NCCNC(=O)c2ccccn2)cc1
  20 | -8 | 10 | 8 | 1.3 | -2 | 2 | -6 | -2 | 2
- COc1ccc(C(=O)Nc2ccccc2Cc2ccccc2)c(OC)c1
  38 | -16 | -8 | 0 | -0.1 | -2 | -3 | -17 | 1 | 3

Additional structures:
SMILES	VHR inh abs	PriA SSB inh	CCHFV vOTU inh	PrPC surface inh	BoNT-A LC inh2	Anthrax LF prot	MazEF act	Rv3671c inh	BoNT-F LC inh	SARS 3CLpro inh
COc1ccc(Cc2nc3ccc(C(=O)NCCn4ccnc4C)cc3o2)cc1OC	27	-15	18	-5	1.7	-2	-2	0	0	-5
O=C1C2CC=CCC2C(=O)N1c1ccc(NCCc2ccccc2F)c([N+](=O)[O-])c1 (centres undefined)	-2	37	-7	1	-1.1	-3	9	7	-1	-2
N#Cc1ccc(C(=O)Nc2ccc([N+](=O)[O-])cc2)c(F)c1	22	-2	19	-11	-1.2	-2	4	-7	-3	3
O=C(NCc1ccccc1)c1ccc(Cl)nc1	-3	-14	24	2	-0.6	-5	12	-3	6	0
CCOC(=O)C1CCN(S(=O)(=O)c2c(C)[nH]c(=O)[nH]c2=O)CC1	5	-9	9	2	0.2	-2	-2	-4	0	3
O=C(CSc1nc2ccccc2[nH]1)N/N=C/C=C\c1ccccc1[N+](=O)[O-]	7	/	12	-15	0.1	-1	-2	-11	-4	4
CN1CCN(C(=O)CSc2ccc(C(F)(F)F)cc2[N+](=O)[O-])CC1	-10	-17	-1	-24	0.3	0	5	-2	-4	5
COc1ccc(-c2ncc(CN3CCN(CCC(C)C)C(CCO)C3)cn2)cc1 (centres undefined)	26	-8	3	4	-1.2	-10	10	7	6	0
O=C(O)C1CCCCC1C(=O)NC1CCCCC1 (centres undefined)	-1	2	1	5	0.3	4	1	0	-3	0
Cn1c(NC(=O)c2ccc(F)c(F)c2)cc(=O)n(C)c1=O	-2	-15	-6	0	-0.8	-10	4	2	-1	-1
COc1ccc(OCC(=O)N2CCN(S(=O)(=O)c3ccc(Cl)s3)CC2)cc1	/	-5	7	-7	0.1	-7	-3	-3	-6	/
CCOC(=O)Cn1nc(-c2ccccc2)ccc1=O	10	-11&-21	1	-6	-1.2	-3	-3	3	-1	0
Cn1c(=O)oc2cc(S(=O)(=O)Nc3ccc(O)cc3)ccc21	-3	-5	0	-5	-6.5	2	4	/	-23	1
COc1cc(/C=C/C(=O)OCC(=O)NC(=O)NC(C)(C)C)ccc1OCC#N	-11	2	11	2	-0.1	0	7	-10	9	-7
CCn1c(=O)cc(SCC(=O)N(C)Cc2ccccc2)c2ccccc21	27	6	7	4	0.0	-5	-1	2	0	4
COC(=O)c1ccc(C(c2c(N)n(CC(C)C)c(=O)[nH]c2=O)N2CCN(c3ccccc3)CC2)cc1 (centres undefined)	12	9	-11	30*	-0.2	-1	-4	-7	-2	0
CC1(C(=O)NS(=O)(=O)c2ccc(Cl)s2)CCN1C(=O)Cc1ccccc1Cl (centres undefined)	/	/	1	1	-0.1	2	/	/	-3	/
O=C(Nc1ccsc1C(=O)NC1CCCCC1)c1ccc(F)cc1	9	-8	6	5	-1.2	-10	14	1	2	0
O=C(c1ccc(S(=O)(=O)N2CCCC2)cc1)N1CCC(CN2C(=O)c3cccc4cccc(c34)C2=O)CC1	0	4&-1	12	-4	0.1	1	-6	-11	1	0
C/C=C(/C)C(=O)O[C@@H]1c2c(ccc3ccc(=O)oc23)OC(C)(C)[C@@H]1OC(C)=O	/	-17	3	-10	0.0	7	8	2	7	/
O=C(CCS(=O)(=O)c1ccccc1)NCCS(=O)(=O)c1ccccc1	12	-15	1	-1	0.0	-3	-2	-1	-1	3
O=C(NCCCN1CCc2ccccc2C1)C1CCN(S(=O)(=O)N2CCCC2)CC1	6	-6	12	-3	0.5	5	-8	-1	1	0
COc1cccc(C2Nc3ccccc3C(=O)N2c2ccc(F)cc2)c1O (centres undefined)	-6	-2	-25	2	-2.4	8	24	-1	11	5
O=C(NCCc1c[nH]c2ccccc12)C(=O)NCC1OCCN1S(=O)(=O)c1ccc(Cl)cc1 (centres undefined)	4	2	13	7	-0.9	-14	-9	1	-12	2
Cc1ccccc1C(=O)N1CCC(C(=O)N2CCN(S(=O)(=O)c3ccccc3F)CC2)CC1	18	-5	-16	13	-1.4	-1	-7	3	-3	-1
SMILES	VHR inh abs	PriA SSB inh	CCHFV vOTU inh	PrPC surface inh	BoNT-A LC inh2	Anthrax LF prot	MazEF act	Rv3671c inh	BoNT-F LC inh	SARS 3CLpro inh
CC(C)(C)SCCNC(=O)c1ccc(Cl)c([N+](=O)[O-])c1	-4	6	0	-34	0.3	0	-3	2	5	-1
CCN(c1ccc(OC)cc1)S(=O)(=O)c1nnc(NC(=O)COc2ccc(F)cc2)s1	-31	-14	18	3	3.3	3	8	-7	0	3
Cc1cc(C)c2nc(N3C(=O)C(O)=C(C(=O)c4ccco4)C3c3ccc(O)cc3)sc2c1 (centres undefined)	/	4	34*	2	0.8	3	-17	-4	10	/
CCCN(C(=O)CSCC(=O)Nc1cccc(C)c1)c1c(N)n(Cc2ccccc2)c(=O)[nH]c1=O	10	-10	4	-5	-0.6	1	4	-6	-2	2
Cc1c(/N=C(\[O-])Nc2ccc(Br)cc2)sn[n+]1C	-7	/	2	4	0.8	2	-1	6	0	-3
Fc1ccccc1/C=N/Nc1ncnc2ccccc12	17	/	27	6	-2.1	3	-10	4	-6	2
CC(=O)NC(Cc1ccc(C)cc1)C(=O)NC1CCN(c2ncccc2[N+](=O)[O-])CC1 (centres undefined)	21	19	11	-18	0.1	1	7	1	4	4

Six structures out of the list, sorted by heavy-atom count, lowest first.
SMILES	VHR inh abs	PriA SSB inh	CCHFV vOTU inh	PrPC surface inh	BoNT-A LC inh2	Anthrax LF prot	MazEF act	Rv3671c inh	BoNT-F LC inh	SARS 3CLpro inh
Cc1ccc(C(=O)NCCNC(=O)c2ccccn2)cc1	20	-8	10	8	1.3	-2	2	-6	-2	2
CCOc1ccccc1OCCCC(=O)Nc1sccc1C(N)=O	-13	4	7	3	0.7	2	-5	-12	-7	0
O=C1CC(N2CCN(c3ccccc3Cl)CC2)C(=O)N1c1ccc(F)cc1 (centres undefined)	10	-19	-2	-2	-1.2	-5	1	-1	2	9
O=C(NCCCN1CCc2ccccc2C1)C1CCN(S(=O)(=O)N2CCCC2)CC1	6	-6	12	-3	0.5	5	-8	-1	1	0
Cc1ccccc1C(=O)N1CCC(C(=O)N2CCN(S(=O)(=O)c3ccccc3F)CC2)CC1	18	-5	-16	13	-1.4	-1	-7	3	-3	-1
COC(=O)c1ccc(C(c2c(N)n(CC(C)C)c(=O)[nH]c2=O)N2CCN(c3ccccc3)CC2)cc1 (centres undefined)	12	9	-11	30*	-0.2	-1	-4	-7	-2	0
